Source: PubChem (several laboratories)
Phagocyt inh – blocks phagocytosis by macrophages; inhibition, % at 5 µM; J774A.1 macrophage IgG-bead phagocytosis, imaging; AID 1029; hit rate 0.07% among 110,000;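 active means inhibition above the mean of the plate negative controls plus 5 SD, cut at about 13% in these data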;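 further: phagocytic index as fraction of beads internalized from green versus red external bead signal; plate controls were DMSO negative control for no effect and cytochalasin-D positive control for full effect; some results beyond the cut were filed as inactive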
Measles CPE – protection of cells from measles virus; Measles virus-infected cells, CPE protection, absorbance; protection (pct of control), % at 4 µM; hit rate 1.5% among 140,000; AID 841; in the data active means protection mostly above about 24%, no sharp cut-off; inactive means mostly below about 26%; further: some compounds called inactive have numbers as strong as hits
E-sel TNF inh – blocks E-selectin expression induced by TNF alpha; HUVEC TNFa-induced E-selectin immunofluorescence, high content; inhibition, % at 2 µM; hit rate 0.71% among 120,000; AID 1246;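 active means inhibition above the batch mean plus 3 SD, and confirmed as a hit on visual image review, cut at about 43% in these data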;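 further: 0% = TNF-stimulated DMSO wells and 100% = unstimulated control wells; not every result past the cut was called active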
GALR2 blocker – GALR2 (human) receptor antagonism | hit rate 0.39% among 140,000 | inhibition, % at 4 µM | GALR2-expressing cells, antagonist mode; in the data active means inhibition above about 27%;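 further: cells stimulated with galanin 1-16 at roughly its EC80; 0% = agonist challenge control and 100% = basal control without agonist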
Target sequence (O43603 whole entry, looked up): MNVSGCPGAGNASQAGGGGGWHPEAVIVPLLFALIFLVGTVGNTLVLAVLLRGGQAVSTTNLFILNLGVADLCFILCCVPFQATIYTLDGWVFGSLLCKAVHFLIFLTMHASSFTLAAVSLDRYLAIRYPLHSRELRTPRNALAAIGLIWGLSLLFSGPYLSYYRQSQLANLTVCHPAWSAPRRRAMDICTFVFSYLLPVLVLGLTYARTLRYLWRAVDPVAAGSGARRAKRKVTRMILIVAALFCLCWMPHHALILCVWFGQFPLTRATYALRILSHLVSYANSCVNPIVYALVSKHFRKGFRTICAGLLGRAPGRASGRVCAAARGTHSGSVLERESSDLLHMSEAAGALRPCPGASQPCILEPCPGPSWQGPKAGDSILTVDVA
PTEN del growth – suppresses growth of cells with PTEN deletion | viability, % at 10 µM | HCT116 PTEN-null viability, CellTiter-Glo, 60 h; stronger effect = lower value | hit rate 1.2% among 140,000;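 active means viability at or below a set limit, 4 SD under the median of all tested compounds, cut at about 3.7% in these data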;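 further: PTEN knockout HCT116 line with beta catenin targeted HCT116 as companion control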
NPY-Y2 antag – antagonists of human neuropeptide Y receptor Y2; P49146; NPY-Y2 expressing cells, antagonist mode; inhibition, % at 2.7 µM; hit rate 0.99% among 140,000; AID 793; in the data active means inhibition above about 17%;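 further: 0% = vehicle with agonist challenge and 100% = reference antagonist with challenge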
Target sequence (P49146 whole entry, looked up): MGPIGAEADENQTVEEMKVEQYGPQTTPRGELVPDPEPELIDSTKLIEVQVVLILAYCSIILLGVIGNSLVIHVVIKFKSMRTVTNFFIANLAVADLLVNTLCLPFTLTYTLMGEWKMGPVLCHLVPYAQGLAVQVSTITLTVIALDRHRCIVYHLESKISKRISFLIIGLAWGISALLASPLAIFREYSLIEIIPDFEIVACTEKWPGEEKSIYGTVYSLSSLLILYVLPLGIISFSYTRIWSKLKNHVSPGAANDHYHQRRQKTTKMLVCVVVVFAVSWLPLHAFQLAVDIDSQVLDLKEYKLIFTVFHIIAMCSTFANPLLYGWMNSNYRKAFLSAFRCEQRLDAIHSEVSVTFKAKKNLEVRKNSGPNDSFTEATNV
Yeast lifespan up – yeast lifespan extension | S. cerevisiae growth with nicotinamide, OD615; deaD strain in restrictive glucose medium | inhibition of the nicotinamide effect, % at 10 µM | hit rate 0.68% among 130,000;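 active means inhibition above a set limit, placed 3 SD over the median of all compounds, cut at about 26% in these data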;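 further: 0% = nicotinamide-treated wells and 100% = cells grown without nicotinamide; some compounds called inactive have numbers as strong as hits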
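Test system – modified budding yeast, DeaD strain · Compound – single dose 10 µM compound, 0.25% DMSO · Times – culture preincubation 4 h, compound exposure 48 h, both 30 °C · Detection – optical density (absorbance) at 615 nm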
bCat KO growth – beta-catenin-lacking colon tumor cell growth suppression | HCT116 beta-catenin knockout viability, CellTiter-Glo, 60 h; stronger effect = lower value | viability, % at 10 µM | hit rate 1.5% among 140,000;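 active means viability at or under a set limit, the compound median less 4 SD, cut at about 6% in these data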;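 further: 0% = Hyamine 1622 control at 20 µM and 100% = untreated cell control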
MRP-1 activ – activators of MRP-1; H69AR cells + doxorubicin, viability rescue, CellTiter-Glo; viability increase, % at 10 µM; hit rate 0.61% among 140,000; AID 799;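 active means viability gain under doxorubicin at or above a set limit, the compound median plus 3 SD, cut at about 4.7% in these data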;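 further: MRP-1 overexpressing cells given doxorubicin 25 µM after compound pretreatment; 18-22 h compound pretreatment then 72 h with doxorubicin before readout; 0% = doxorubicin-only wells and 100% = vehicle-treated cells without doxorubicin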
Yeast growth inh – yeast BB579 growth reduction in restrictive medium; inhibition, % at 10 µM; hit rate 0.51% among 140,000; AID 804; S. cerevisiae BB579 growth, OD615, 48 h;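 active means inhibition above a set limit, 3 SD over the mean compound inhibition, cut at about 44% in these data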; further: inactives centre near -24
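test system = yeast BB579 (DeaD) | buffer or medium = restrictive CSMM-D medium | doses = single compound dose of 10 µM, 0.25% DMSO final | times = 4 h preincubation and 48 h exposure at 30 °C | technique = culture absorbance at 615 nm | benchmarks = amphotericin B 10 µg/mL, positive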
The depositor's hits bear a star; x = no result given.

entry	structure	Phagocyt inh	Measles CPE	E-sel TNF inh	GALR2 blocker	PTEN del growth	NPY-Y2 antag	Yeast lifespan up	bCat KO growth	MRP-1 activ	Yeast growth inh
1	COc1ccc(Br)cc1-c1nc(C)c(C(C)=O)n1O	0	15	x	-1	86	2	-19	79	-2.3	-52
2	Cc1ccc(CN2CCc3c(OCC(=O)Nc4cccc(C)c4C)cccc3C2=O)cc1	-5	3	5	-2	42	7	-1	75	-1.4	0
3	O=c1c2ccccc2nc(/C=C/c2ccc([N+](=O)[O-])o2)n1CCCO	x	7	-64	18	1.3*	3	3	1.5*	-2.6	33
4	CCN(CC)c1cc(-c2ccccc2)ncn1	-7	9	-15	2	109	1	-5	100	0.6	-5
5	COc1ccc(CN(CCC(c2ccccc2)C2CCOC(C)(C)C2)C(C)=O)cc1 (stereo unspecified)	x	3	-12	-5	67	1	-2	65	-3.2	-4
6	Cc1cc(C)nc(NS(=O)(=O)c2ccc(N/C=C/C(=O)c3ccc(Cl)c(Cl)c3)cc2)n1	-3	44*	x	-9	76	1	2	87	0.9	-9
7	CCOC(=O)c1cnn(-c2cc(C)nc3c(-c4ccc(Cl)cc4)c(C)nn23)c1N	x	3	-42	11	58	0	-2	44	0.6	-24
8	Cc1nn(-c2ccc([N+](=O)[O-])cc2)c2c1C(c1cccc(Br)c1)N1C(=N2)C(=O)Nc2ccccc21 (stereo unspecified)	0	3	x	6	48	-3	10	64	-2.5	-43
9	C=CCN1C(c2ccc(Br)cc2)=CS/C1=C(/C#N)c1nnc(N2CCOCC2)n1-c1ccccc1	-6	21	9	-2	46	0	3	55	-2.7	0
10	COC(=O)c1c(-c2ccncc2)csc1NC(=O)c1ccoc1C	-1	12	40	19	93	3	-16	87	-1.1	-64
11	Cc1cccc(C)c1OCC(=O)N/N=C/c1ccc2c(c1)OCO2	x	9	6	-7	30	10	-23	20	-3.4	-23
12	C=CCn1c(COc2ccccc2)nnc1SCC(=O)Nc1ccc2c(c1)OCCO2	1	3	x	7	99	1	-2	94	-2.1	-16
13	Oc1ccc(Cl)cc1-c1cc(-c2ccccc2)n[nH]1	0	3	x	19	16	-4	-13	10	-6.1	-40
14	CCC(=O)Nc1nc2ccccc2n1CCN(CC)CC	-1	2	20	-3	92	0	-15	91	-2.6	-7
15	Cn1c(=O)c(C(=O)Nc2ncccc2O)c(O)c2ccccc21	0	7	-25	8	94	0	3	82	1.4	8
16	COC(=O)c1cn(CC(=O)NCc2ccco2)c2ccccc12	x	19	-8	10	88	3	-15	92	-1.1	-2

Rewritten with one line to a screen: entries from further up.
[14] CCC(=O)Nc1nc2ccccc2n1CCN(CC)CC
[16] COC(=O)c1cn(CC(=O)NCc2ccco2)c2ccccc12
compound no.,14,16
Phagocyt inh,-1,x
Measles CPE,2,19
E-sel TNF inh,20,-8
GALR2 blocker,-3,10
PTEN del growth,92,88
NPY-Y2 antag,0,3
Yeast lifespan up,-15,-15
bCat KO growth,91,92
MRP-1 activ,-2.6,-1.1
Yeast growth inh,-7,-2

Next compounds:
entry	structure	Phagocyt inh	Measles CPE	E-sel TNF inh	GALR2 blocker	PTEN del growth	NPY-Y2 antag	Yeast lifespan up	bCat KO growth	MRP-1 activ	Yeast growth inh
17	Cc1nc(N2CCOCC2)[nH]c(=O)c1CCC(C)C	x	18	-4	-12	90	1	-7	101	-0.8	-35
18	CCOC(=O)Nc1cc(C(=O)OCC)c(C)nc1C	0	10	-4	5	104	0	-13	110	0.1	-9
19	COc1ccc2nc(SCC(=O)NC3CCCc4ccccc43)[nH]c2c1 (stereo unspecified)	-3	15	-1	2	93	3	6	80	-2.1	-7
20	O=C(Oc1ccc(/C=N/NC(=O)c2ccccc2O)cc1)c1ccccc1	-1	1	-13	-5	75	0	-2	84	2.9	-55
21	Cc1cccc(NC(=O)c2ccc(NCCc3ccccc3)c([N+](=O)[O-])c2)c1	-7	6	x	9	80	3	13	84	0.6	-18
22	CCn1c(CC(C)C)n[nH]c1=S	x	5	x	-12	104	4	-13	98	-2.8	-7
23	NC(=O)c1ccc(-n2nc(C(F)(F)F)c3c2CCCC3)cc1	-11	2	11	-4	82	3	-8	97	0.9	-14
24	COc1ccc(CN(C(=O)c2cccs2)c2nccs2)cc1OC	1	3	-32	4	85	2	-18	97	-1.3	-52
25	COc1ccc(NC(=O)c2cccs2)cc1	x	27	15	19	74	1	x	78	-0.6	-16
26	CC(C)CC(=O)Nc1cccc(-c2nc3ccccc3o2)c1	-1	7	-8	-2	84	4	-13	79	2.2	10
27	COCC(C)n1c(COc2ccccc2F)nnc1SCc1c(C)noc1C (stereo unspecified)	-4	1	-24	4	78	2	-3	86	-4.0	-2
28	CC1CC(N(C(=O)c2ccco2)c2ccccc2)c2ccccc2N1 (stereo unspecified)	-2	13	x	-3	72	5	7	82	-1.8	-34
29	CCCS(=O)(=O)N1CCN(Cc2ccc([N+](=O)[O-])cc2)CC1	-4	9	21	-1	91	2	-7	83	-1.9	-13
30	CN(C)c1ccc(/C=N/NC(=O)CN(c2cccc(Cl)c2)S(C)(=O)=O)cc1Br	2	10	1	-3	79	2	-12	86	0.0	-24
31	CCOc1ccc(OCCCCN2CCCC2)cc1	-1	6	15	-3	84	1	-2	74	-1.8	-23
32	CCOc1ccc(Nc2oc(-c3ccc(Cl)cc3)nc2C#N)cc1	x	4	-29	1	63	6	-6	73	-3.9	-50
33	COc1ccc(N2C(=O)CC(Nc3ccc(C)cc3)C2=O)cc1 (stereo unspecified)	-1	7	25	5	109	-3	-5	89	0.5	-64
34	Cc1nn(CC(=O)Nc2sc3c(c2C#N)CCC(C(C)(C)C)C3)c(C)c1[N+](=O)[O-] (stereo unspecified)	3	28	x	-2	65	1	-1	74	-5.0	-48
35	S=C(Nc1ccccc1)Nc1ccc(OCc2ccc(Cl)cc2Cl)cc1	0	16	3	1	78	2	-11	86	-1.3	-69
36	Cc1cccc(N2CCN(C(=O)CCn3c(=O)[nH]c4ccccc4c3=O)CC2)c1C	-1	4	-14	0	92	2	-13	85	1.9	-46
37	O=S(=O)(c1ccc(NC(=S)N/N=C/c2ccc(N3CCOCC3)cc2)cc1)N1CCOCC1	-1	20	x	2	85	3	5	94	-1.4	-45
38	CN(c1ccc(OCc2nnc(-c3ccccc3)o2)cc1)S(=O)(=O)c1ccccc1	10	3	4	-8	64	15	-8	63	-1.7	-14
39	COc1cccc(Cn2nnc(C(=O)NCCc3ccc(Cl)cc3)c2N)c1	0	18	x	-3	74	0	-2	71	4.5	6
40	CCOc1cc(C2NC(=O)NC(O)(C(F)(F)F)C2C(=O)c2ccc(Cl)cc2)ccc1O (stereo unspecified)	0	17	28	-5	103	-2	-6	97	-0.2	-8
41	O=[N+]([O-])c1cc(/C=N\Nc2nccs2)ccc1O	-2	4	x	-4	92	0	-26	92	0.1	-24
42	Cc1ccc(S(=O)(=O)/N=C(\Sc2ccccc2)c2ccccc2)cc1	x	7	x	-2	92	1	38	87	-1.6	-20
43	CC(=O)C(N=Nc1ccccc1)(Sc1nnc(-c2ccccc2)n1-c1ccccc1)C(C)=O	x	26	9	6	48	6	16	58	-2.7	-72
44	Cc1ccc(Cl)cc1NC(=O)c1ccc(Cn2cc(Cl)cn2)cc1	-11	4	3	1	45	2	-4	52	1.6	-18
45	O=C(CSC1CCCCC1)Nc1nccs1	0	19	17	-1	92	6	-10	102	0.9	10
46	NC(=S)N/N=C/c1coc2cc(Cl)ccc2c1=O	-10	14	x	-10	68	3	38*	89	-2.1	9
47	COCCCNC(=O)c1ccc(N(C)S(C)(=O)=O)cc1	4	2	-10	-2	91	0	-4	96	-1.5	-3
48	N#Cc1cc2c([nH]c1=S)CCCCCC2	-3	8	27	11	97	-1	-6	93	-1.4	-20

5 entries out of the list, arranged by SMILES length, high to low.
entry	structure	Phagocyt inh	Measles CPE	E-sel TNF inh	GALR2 blocker	PTEN del growth	NPY-Y2 antag	Yeast lifespan up	bCat KO growth	MRP-1 activ	Yeast growth inh
40	CCOc1cc(C2NC(=O)NC(O)(C(F)(F)F)C2C(=O)c2ccc(Cl)cc2)ccc1O (stereo unspecified)	0	17	28	-5	103	-2	-6	97	-0.2	-8
21	Cc1cccc(NC(=O)c2ccc(NCCc3ccccc3)c([N+](=O)[O-])c2)c1	-7	6	x	9	80	3	13	84	0.6	-18
39	COc1cccc(Cn2nnc(C(=O)NCCc3ccc(Cl)cc3)c2N)c1	0	18	x	-3	74	0	-2	71	4.5	6
41	O=[N+]([O-])c1cc(/C=N\Nc2nccs2)ccc1O	-2	4	x	-4	92	0	-26	92	0.1	-24
17	Cc1nc(N2CCOCC2)[nH]c(=O)c1CCC(C)C	x	18	-4	-12	90	1	-7	101	-0.8	-35

Some of these compounds in order of the Yeast lifespan up value, ascending:
cpd | SMILES | Phagocyt inh | Measles CPE | E-sel TNF inh | GALR2 blocker | NPY-Y2 antag | Yeast lifespan up | Yeast growth inh
16 | COC(=O)c1cn(CC(=O)NCc2ccco2)c2ccccc12 | x | 19 | -8 | 10 | 3 | -15 | -2
48 | N#Cc1cc2c([nH]c1=S)CCCCCC2 | -3 | 8 | 27 | 11 | -1 | -6 | -20
37 | O=S(=O)(c1ccc(NC(=S)N/N=C/c2ccc(N3CCOCC3)cc2)cc1)N1CCOCC1 | -1 | 20 | x | 2 | 3 | 5 | -45
42 | Cc1ccc(S(=O)(=O)/N=C(\Sc2ccccc2)c2ccccc2)cc1 | x | 7 | x | -2 | 1 | 38 | -20
